Screening data: PubChem, The Scripps Research Institute Molecular Screening Center
PRMT1 FP inh: PRMT1 (human) inhibition, primary screen | Q99873 | inhibition, % at 2.79 µM | recombinant PRMT1, activity-based probe fluorescence polarization | 370,000 compounds, 1.3% hits;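 active = inhibition above about 21% made by adding two undisclosed values, limit read from the data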
MBD2 inh: inhibitors of human MBD2 binding to methylated oligonucleotide; Q9UBB5; TR-FRET; inhibition, % at 4.4 µM; 370,000 compounds, 0.31% hits; AID 686964; in the data active = inhibition above about 13%
LEDGF integ inh: blocks HIV-1 LEDGF/p75-dependent DNA integration | TR-FRET IN-LEDGF/p75 DNA integration, Eu/Cy5 | inhibition, % at 3.7 µM | 370,000 compounds, 0.64% hits;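 active = inhibition above the screen-wide mean plus 3 SD, cut at about 13% in these data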;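 note: signal is the Cy5 over europium emission ratio at 671 and 618 nm; 0% = plate median of compound wells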
DDE Tn6 FP inh: DD(E)-Tn6 binding inhibition, primary FP screen. Fibrin DD(E) TRITC-Tn6 fluorescence polarization displacement. inhibition, % at 8.3 µM. 370,000 compounds, 0.21% hits. AID 720509;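 active = inhibition above a per-campaign cutoff: mean of compounds within control limits plus 3 SD, cut at about 15% in these data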;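 note: 0% = median of all compound wells on the plate and 100% = blocking peptide control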
DDE Tn7 FP inh: disrupts Tn7 cyclic peptide binding to fibrin D-Dimer-E complex | FP displacement of FITC-Tn7 peptide from fibrin DD(E); 0% = median of compound wells per plate | inhibition, % at 8.3 µM | P02675 | 370,000 compounds, 0.13% hits;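 active = inhibition above the mean of compounds falling within the control limits plus 3 SD of them, cut at about 14% in these data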;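 note: 0% = plate median of compound wells and 100% = 10 µM Aha-Tn7 peptide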
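Measure: % inhibition scaled between sample-field median and high-control FP; Test system: human fibrin DD(E); Quantity: 2 µM final DD(E) protein; Doses: one dose, 8.3 µM nominal; Schedule: compound with protein 10 min, then 3 h after probe, room temperature; Detection: fluorescence polarization; Medium: Tris buffer with calcium and detergent, pH 7.8.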
SIAE primary: inhibitors of human sialic acid acetylesterase SIAE; Q9HAT2; SIAE FP-Rh probe binding, fluorescence polarization; inhibition, % at 9.66 µM; 370,000 compounds, 0.69% hits;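 active = inhibition above a cutoff: mean of compounds within the control limits plus 3 SD of those, cut at about 17% in these data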;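 note: 0% = plate median of compound wells and 100% = probe without SIAE protein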
proKLK7 act: activates the human kallikrein-7 zymogen | purified proKLK7, EDANS-DABCYL substrate fluorescence; 100% is mature enzyme control, 0% vehicle | activation, % at 7 µM | 370,000 compounds, 0.9% hits | P49862;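 active = activation above the mean of all tested compounds plus 3 SD, computed per campaign excluding outliers beyond control limits, cut at about 13% in these data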
Target sequence (P49862 whole entry, looked up): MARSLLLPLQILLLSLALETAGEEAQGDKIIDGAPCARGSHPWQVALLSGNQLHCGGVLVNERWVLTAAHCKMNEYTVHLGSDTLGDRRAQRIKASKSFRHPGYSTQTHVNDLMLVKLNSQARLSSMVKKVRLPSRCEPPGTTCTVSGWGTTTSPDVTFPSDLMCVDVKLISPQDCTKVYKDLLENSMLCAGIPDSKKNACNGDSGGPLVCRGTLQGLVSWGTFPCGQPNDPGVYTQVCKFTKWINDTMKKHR
UHRF1 binding: human UHRF1 methylated DNA binding inhibitors; Q96T88; UHRF1 binding to methylated oligo, TR-FRET; inhibition, % at 4.4 µM; 370,000 compounds, 0.75% hits; AID 687016; in the data active = inhibition above about 21%;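 note: UHRF1 SRA domain binding a hemimethylated CpG hairpin DNA probe; 0% = median of test compound wells and 100% = reference inhibitor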
Target sequence (Q96T88 whole entry, looked up, the tested form may be a part): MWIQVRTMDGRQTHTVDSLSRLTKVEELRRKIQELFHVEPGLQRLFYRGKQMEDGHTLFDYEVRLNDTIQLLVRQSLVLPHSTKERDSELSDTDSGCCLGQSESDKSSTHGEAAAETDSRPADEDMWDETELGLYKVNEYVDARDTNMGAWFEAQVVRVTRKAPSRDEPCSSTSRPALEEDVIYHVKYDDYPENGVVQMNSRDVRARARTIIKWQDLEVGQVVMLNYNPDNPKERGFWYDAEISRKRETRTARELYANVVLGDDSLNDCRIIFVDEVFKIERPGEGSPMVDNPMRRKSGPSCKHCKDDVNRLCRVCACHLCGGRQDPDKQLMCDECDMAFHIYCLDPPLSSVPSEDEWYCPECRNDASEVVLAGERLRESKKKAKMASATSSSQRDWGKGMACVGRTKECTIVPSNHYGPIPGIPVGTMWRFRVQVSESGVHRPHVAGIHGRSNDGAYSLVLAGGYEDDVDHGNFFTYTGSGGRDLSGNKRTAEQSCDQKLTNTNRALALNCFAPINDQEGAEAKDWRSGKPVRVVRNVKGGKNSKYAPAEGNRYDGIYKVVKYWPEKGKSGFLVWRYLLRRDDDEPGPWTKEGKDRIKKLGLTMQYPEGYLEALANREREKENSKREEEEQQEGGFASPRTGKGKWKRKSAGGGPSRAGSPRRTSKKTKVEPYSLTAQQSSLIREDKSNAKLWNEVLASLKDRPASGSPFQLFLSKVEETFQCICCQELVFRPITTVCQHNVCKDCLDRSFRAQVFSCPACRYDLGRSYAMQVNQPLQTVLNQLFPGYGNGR
TCR CD3 inh: human TCR-CD3 binding inhibition. AID 651800. inhibition, % at 9.4 µM. TAMRA-labeled TCR probe fluorescence, biochemical. 360,000 compounds, 0.37% hits; in the data active = inhibition above about 19%;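 note: recombinant mutant TCR 2C K166C tagged with TAMRA read by polarization; 0% = receptor in buffer alone and 100% = receptor with positive control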
TDP2 absorb: TDP2 (human) inhibition, absorbance primary screen | O95551 | recombinant TDP2, T5PNP hydrolysis, p-nitrophenol absorbance 415 nm | inhibition, % at 12.8 µM | 370,000 compounds, 0.34% hits;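 active = inhibition above the mean of all tested compounds plus 3 SD, set per campaign, cut at about 25% in these data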;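 note: 0% = DMSO with enzyme and 100% = buffer with substrate but no TDP2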
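Evaluation: % inhibition relative to enzyme-containing and enzyme-free wells. Material: recombinant human TDP2. Benchmarks: enzyme-free and DMSO wells. Timing: enzyme reaction with compound for 2 h at 37 °C. Compound dosing: 12.8 µM only. Measured by: p-Nitrophenol epi absorbance. Reagent: T5PNP substrate at 5 mM, a TopII-DNA adduct mimic. Replication: single well per compound.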
* = called active by the depositor; x = not tested or not shown.

SMILES	PRMT1 FP inh	MBD2 inh	LEDGF integ inh	DDE Tn6 FP inh	DDE Tn7 FP inh	SIAE primary	proKLK7 act	UHRF1 binding	TCR CD3 inh	TDP2 absorb
CCc1ccc(CN2CCC(n3nccc3NC(=O)c3cccc(F)c3)CC2)cc1	-3	1	-3	-3	0	-3	-0.5	1	4	0
N#C/C(=C\c1ccccc1OCc1ccc(C(=O)O)cc1)C(=O)Nc1ccc(O)cc1	1	-4	2	-3	-3	-19	0.6	0	-3	9
CC(C)=CCN1CCN(Cc2cc(F)ccc2-n2nc(C)cc2C)CC1CCO (stereo not given)	-4	4	0	1	7	7	-0.7	1	12	4
Cc1nc(N)sc1-c1csc(N(C)c2ccc(O)cc2)n1	11	-6	3	-7	4	9	-0.2	-3	6	0
COc1cc(C(=S)N2CCOCC2)cc(OC)c1OC(=O)c1ccccc1[N+](=O)[O-]	-1	-1	-3	0	2	4	-0.1	1	-12	-7
Cc1ccc(C(=O)Nc2ccc(Cl)cn2)cc1S(=O)(=O)N1CCOCC1	-3	2	1	0	-3	-6	0.5	5	4	-20
CC1(Br)C2CCCC1C2S(=O)(=O)c1ccccc1 (stereo not given)	0	2	-1	0	-3	7	-0.5	-1	6	5
COc1cc(NC(=O)Nc2nnc([C@H]3C[C@H](O)[C@@H](CO)O3)s2)cc(OC)c1OC	-5	0	2	-3	-7	-2	0.1	-2	-7	-5
Cc1nccn1CCC1CCCCN1C(=O)CCc1nnc(-c2ccsc2)o1 (stereo not given)	0	-6	0	-2	5	3	-0.2	0	7	10
COc1ccccc1C(=O)N/C(=C\c1cn(C)c2ccccc12)C(=O)N1CCCC1	13	5	-11	-2	7	1	0.1	4	-4	-18
O=C(NNC(=O)c1ccccc1Br)c1ccc(Cl)c(Cl)c1	-3	1	2	4	-1	10	-0.2	-2	6	1
COC(=O)c1ccc(NC(=O)COC(=O)COc2cccc3c2OC(C)(C)C3)cc1	3	-1	4	10	-4	-6	-0.5	2	1	4
O=C(O)CC1(CC(=O)NCc2ccncc2)CCCCC1	3	3	-2	2	-2	-1	0.1	-1	-8	5
CCn1c(=O)n(CC)c2cc(NS(=O)(=O)c3ccccc3)ccc21	-1	-1	1	-6	-8	4	0.1	2	-3	-4
Cc1ccc(S(=O)(=O)Nc2ccc3c(c2)nc2n3CCN(Cc3ccccc3)C2)cc1	0	0	1	-3	-3	-8	-52	-1	1	-1
CCCc1cc2c(=O)c(-c3ccccn3)c(C)oc2cc1O	5	-5	0	0	2	-3	-6.9	2	-8	1
O=Cc1ccc(-c2cccs2)s1	-5	-3	5	-2	-6	-5	47*	1	2	-11
O=C(O)Cc1coc2ccc3ccccc3c12	0	-3	-1	-2	7	10	0.5	-1	3	6
CCOc1ccc(NC(=O)C2CC(=O)N(C(C)C)C2)cc1 (stereo not given)	-1	-1	0	2	-2	-6	-0.4	2	0	13
Cc1cc(NC(=O)Cn2nc(-c3cccs3)ccc2=O)cc(C)c1Br	3	-4	4	3	-8	3	-0.8	0	2	-1
O=S(=O)(NCC1CCCO1)c1cc(Br)c(Br)s1 (stereo not given)	0	1	5	0	7	-4	-0.3	2	1	5
CCc1nccn1Cc1cc(C=O)ccc1OC	0	7	-1	-3	-1	1	-0.3	1	0	-2
CC12CCC(=O)N1C(C(=O)NCCc1ccccc1)CS2 (stereo not given)	-4	-5	2	1	-10	-7	0.3	1	1	-6
O=C(NCCN1CCOCC1)c1ccc2c(c1)ncn2C1CCCCC1	-3	-4	0	-1	5	8	-0.4	0	0	-2
COc1ccc([N+](=O)[O-])cc1NC(=O)c1cn(-c2ccc(Cl)cc2)c(=O)c2ccccc12	2	-2	-2	5	0	-5	-1.0	-1	6	0
Cc1sc2nc(SCC(=O)NCCO)n(-c3ccccc3)c(=O)c2c1C	-3	-8	-6	-6	1	-1	-0.3	-1	2	-5
O=C1CC(c2ccc(Cl)c([N+](=O)[O-])c2)c2ccc3ccccc3c2N1 (stereo not given)	-4	-2	2	2	5	-16	0.2	-1	2	-3
O=C(COC(=O)c1ccc(O)cc1O)c1ccc(Cl)cc1	0	-2	-2	-1	6	-9	0.8	1	-3	6
COc1cccc(NC(=S)N(CCc2nc3cc(C)c(C)cc3[nH]2)Cc2cccnc2)c1	0	2	0	4	-2	-2	-0.7	-2	2	-5
CN1CCN(c2ccc(NC(=O)c3ccc(C(F)(F)F)cc3)cn2)CC1	3	4	-2	-1	3	-3	-1.2	-1	-2	-9
O=C(Cc1ccccc1)Nc1ccc(NC(=O)Cc2ccccc2)c(Cl)c1	4	5	-3	1	4	0	-0.3	0	-9	11
Cc1cccc2[nH]c(CN(C)C(=O)CC3C(=O)NCCN3CC(C)(C)C)nc12 (stereo not given)	2	5	-2	-3	-2	-1	-0.2	0	-3	-4
O=C(COc1cccnc1[N+](=O)[O-])NCc1ccc(F)cc1	2	-1	-2	-2	3	3	-0.7	1	-6	0
Cc1cc(=O)oc2cc(OCC(=O)N/N=C/c3ccccc3O)ccc12	-4	1	6	3	-2	-8	-1.4	2	8	-23
Cc1ccc(NC(=O)COC(=O)c2cccc(S(=O)(=O)N3CCCCCC3)c2)cc1	1	4	-4	-6	-11	-19	0.4	1	0	-2
CCOc1ccc(NC(=O)CSc2nc3ccsc3c(=O)n2CCCCC(=O)O)cc1	8	4	-4	1	0	9	0.1	3	-3	-1
O=C(NCCc1ccc(Cl)cc1)c1cc(S(=O)(=O)N2CCCC2)ccc1F	6	7	-1	-3	1	-4	0.1	3	2	-19
O=C(CSc1nnc(Cc2cccs2)n1-c1ccccc1)Nc1ccc2c(c1)OCCO2	-3	-2	-4	-2	1	-2	0.0	1	-3	6
Cc1nc(NC(=O)COC(=O)C(NC(=O)c2ccco2)C(C)C)c(Cl)cc1Cl (stereo not given)	8	3	2	1	-1	5	0.5	4	3	-2
O=c1c2c3c(sc2nc2n1CCCC2)CCCC3	-1	0	-2	-2	-9	4	0.3	0	4	4
Cc1ccc(S(=O)(=O)N2CCN(CC(=O)Nc3ccnn3C3CCCC3)CC2)cc1	-10	1	2	-1	-10	-3	-0.1	-1	1	-9
CC(C)c1nc2sc3ccccc3c(=O)c2c(=O)n1Cc1ccccc1	8	1	-3	-3	1	-6	0.2	2	-6	-9
O=C(NC1CC1)C1CCN(c2ccc(S(=O)(=O)N3CCOCC3)cc2Cl)CC1	0	5	2	-6	3	0	0.2	3	2	-2
Cc1ccc(C)c(C(=O)CCC(=O)Nc2cccnc2)c1	0	1	-1	-10	-6	5	-0.2	-1	3	11
COc1ccc(C2=NS(=O)(=O)N(C)C(C(=O)N3CCC(C(N)=O)CC3)=C2)cc1	5	5	3	-6	1	-1	0.3	0	-1	-5

Compounds from the list above with a COOH group, in the order listed:
SMILES	PRMT1 FP inh	MBD2 inh	LEDGF integ inh	DDE Tn6 FP inh	DDE Tn7 FP inh	SIAE primary	proKLK7 act	UHRF1 binding	TCR CD3 inh	TDP2 absorb
N#C/C(=C\c1ccccc1OCc1ccc(C(=O)O)cc1)C(=O)Nc1ccc(O)cc1	1	-4	2	-3	-3	-19	0.6	0	-3	9
O=C(O)CC1(CC(=O)NCc2ccncc2)CCCCC1	3	3	-2	2	-2	-1	0.1	-1	-8	5
O=C(O)Cc1coc2ccc3ccccc3c12	0	-3	-1	-2	7	10	0.5	-1	3	6
CCOc1ccc(NC(=O)CSc2nc3ccsc3c(=O)n2CCCCC(=O)O)cc1	8	4	-4	1	0	9	0.1	3	-3	-1

Following part:
SMILES	PRMT1 FP inh	MBD2 inh	LEDGF integ inh	DDE Tn6 FP inh	DDE Tn7 FP inh	SIAE primary	proKLK7 act	UHRF1 binding	TCR CD3 inh	TDP2 absorb
CCc1cc(=O)oc2cc(OCC(=O)N(CC)CC)c(Cl)cc12	6	10	0	2	-1	-2	-0.5	3	-5	2
Cc1onc(-c2ccccc2Cl)c1C(=O)N1CCCCC1C(=O)O (stereo not given)	6	5	-1	2	2	0	0.2	3	1	5
COc1cc(/C=C2\CCC(C)C3=C(c4cc(OC)c(OC)c(OC)c4)C(C#N)=C(N)OC32)cc(OC)c1OC (stereo not given)	1	-3	-8	-1	-3	-10	1.1	-2	-7	-4
CN1CCN(C2CN(C3CCCC3)S(=O)(=O)C2)CC1 (stereo not given)	-4	-6	1	-1	7	0	0.0	-1	6	4
CCOC(=O)/C(=N\O)C1=NC(C)(C)Cc2ccccc21	0	-2	0	-6	-9	-3	0.0	-2	3	8
C(=NN=C(NN=Cc1cccs1)NN=Cc1cccs1)c1cccs1	2	-4	34*	-9	2	4	-1.3	5	-3	54*
O=C(OCC(=O)N1CCCCCC1)c1cc(S(=O)(=O)N2CCOCC2)ccc1F	-4	-1	4	-2	3	-1	0.9	-2	-1	-8
CC(OC(=O)c1ccc([N+](=O)[O-])s1)C(=O)NC1CCCCC1C (stereo not given)	-2	-2	1	9	2	-6	0.3	9	-2	11
CCOC(=O)CCn1cc(F)c(=O)n(Cc2ccccc2)c1=O	0	3	0	-5	3	-14	-0.3	-1	0	-3
CC(=O)Nc1ccc(NC(=O)C2(C)Cc3c(-c4ccc(NC(C)=O)cc4)ccnc3O2)cc1 (stereo not given)	-1	3	-1	-2	-2	6	0.4	-1	0	0
O=C(N/N=C\c1ccc2c(c1)OCO2)c1ccco1	0	0	-5	-1	4	4	-0.7	-5	2	4
COc1cccc(CN2CCNC(=O)C2CC(=O)N2CCOc3ccccc3C2)c1OC (stereo not given)	-4	-4	1	0	4	5	0.2	-2	9	2
CCc1ccc(NC(=O)C(=O)N/N=C(\C)CC(=O)Nc2ccccn2)cc1	-3	-5	4	-4	-3	3	-2.3	-6	5	0
CCC(=O)Nc1ccc(S(=O)(=O)N2CCN(c3ccc(F)cc3)CC2)cc1	0	-5	5	-5	3	0	0.2	2	-6	-17
O=C(O)c1ccc(N/N=C/c2ccnc3ccccc23)cc1	1	-2	0	-5	-1	0	-0.5	-3	2	18
Cc1ccc(Nc2n[nH]c(C)c2[N+](=O)[O-])c(C)c1	0	-5	1	5	-9	1	0.8	-1	1	-8
CCn1c(Cc2ccccc2)nnc1SCC(=O)Nc1nnc(-c2ccccc2)s1	0	0	-4	3	5	-6	-0.5	0	2	4
O=C(CN1C(=O)COc2ccc(S(=O)(=O)N3CCCCCC3)cc21)NCc1ccc(F)cc1	2	2	-1	10	-3	0	-0.2	3	5	-3
CCNC(=O)C1CCCN(C(=O)c2c(-c3ccccc3)noc2C)CC1 (stereo not given)	1	1	-3	7	0	4	-0.2	-2	5	1
Brc1ccc2ncnc(Nc3ccc(N4CCOCC4)cc3)c2c1	-7	-6	1	-6	5	8	0.2	2	1	7
CC(C)(C)c1ccc(-c2nnc(SCC(=O)Nc3ccc(S(=O)(=O)Nc4nccs4)cc3)n2-c2ccc(Cl)cc2)cc1	3	-4	4	2	-7	-44	-0.5	-1	x	6
O=C(NC(=S)Nc1ccccc1)C1CCCCC1	-2	-2	-2	-2	-4	1	-0.2	-3	9	-3
